# GPR7 antagonist: blocks human GPR7 receptor signaling; P48145; GPR7-expressing cells, fluorescence antagonist assay; inhibition, % at 4.4 µM; 290,000 compounds, 1.1% hits; AID 1861; in the data active = inhibition above about 16%, passing the limit was not always enough;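 note: cells stimulated with the agonist NPW; 0% = agonist with vehicle and 100% = vehicle without agonist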
# NALP1 yeast inh: inhibitors of NALP1 inflammasome in yeast | S. cerevisiae NALP1/ASC/caspase-1 growth, X-gal OD620, 72 h | inhibition, % at 10 µM | 280,000 compounds, 0.61% hits; in the data active = inhibition mostly above about 24%, no sharp cut-off; inactive = mostly below about 32%; note: some compounds called inactive have numbers as strong as hits
# MEKK3 PB1 HTS: raises or lowers MEK5 binding to the human MEKK3 PB1 domain; bead-based flow cytometry, Alexa488-MEK5 binding to MEKK3; actives lie on both sides; 0 = blocked by unlabeled MEK5, 100 = vehicle; binding response (% of control), % at 10 µM; 290,000 compounds, 1.4% hits;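 active = binding response more than 3 SD above or below the average of its plate-row segment, actives on both sides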;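 note: Alexa488 bead fluorescence after subtracting the streptavidin-only scavenger bead signal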
# GalR3 antag: human GalR3 antagonism | AID 651719 | HEK293 GalR3-CNG cAMP membrane potential fluorescence; galR3 body fused to GalR1 C-terminus | 360,000 compounds, 0.44% hits | inhibition, % at 3 µM;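 active = inhibition above the screen-wide average plus 3 SD, cut at about 13% in these data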;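 note: forskolin and galanin both at EC90 stimulate the cells; cAMP rise reported by CNG channel membrane potential dye signal; 0% = forskolin plus galanin with DMSO and 100% = forskolin alone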
# Target sequence (O60755 1-299 limits assumed): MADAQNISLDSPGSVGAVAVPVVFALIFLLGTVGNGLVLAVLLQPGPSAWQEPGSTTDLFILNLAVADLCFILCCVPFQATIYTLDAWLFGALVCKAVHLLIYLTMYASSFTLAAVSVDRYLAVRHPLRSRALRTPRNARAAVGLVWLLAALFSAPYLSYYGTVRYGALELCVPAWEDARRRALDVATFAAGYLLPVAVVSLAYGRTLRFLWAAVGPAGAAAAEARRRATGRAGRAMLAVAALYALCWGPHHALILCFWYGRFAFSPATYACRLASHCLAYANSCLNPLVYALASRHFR
# MEKK2mut PB1 HTS: signal of MEK5 binding to mutant human MEKK2 PB1 domain; bead flow cytometry, Alexa488-MEK5 binding to MEKK2 mutant; percent response, % at 10 µM; 290,000 compounds, 0.35% hits; AID 1530; in the data active = percent response above about 24%, passing the limit was not always enough; note: inactives centre near 1; some results filed as inactive read as strong as hits; reference of the scale not given here
# PHOSPHO1 block: PHOSPHO1 (human) inhibition; recombinant PHOSPHO1, absorbance phosphatase assay; inhibition, % at 13.3 µM; Q8TCT1; 290,000 compounds, 1.1% hits; in the data active = inhibition above about 60%
# Target sequence (Q8TCT1 whole entry, looked up): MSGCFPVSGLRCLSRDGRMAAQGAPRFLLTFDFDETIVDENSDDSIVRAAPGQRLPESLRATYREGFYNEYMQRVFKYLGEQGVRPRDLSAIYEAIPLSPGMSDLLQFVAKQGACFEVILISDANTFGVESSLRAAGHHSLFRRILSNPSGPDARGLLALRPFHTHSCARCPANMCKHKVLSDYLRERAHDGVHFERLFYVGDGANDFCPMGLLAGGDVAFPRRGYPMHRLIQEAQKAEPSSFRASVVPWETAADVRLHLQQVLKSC
# MEKK2wt PB1 HTS: raises or lowers MEK5 binding to wildtype human MEKK2 PB1 domain; bead flow cytometry, Alexa488-MEK5 binding to MEKK2 WT; actives lie on both sides; Q9Y2U5; 290,000 compounds, 1.1% hits; binding response (% of control), % at 10 µM; AID 1531; in the data active = binding response below about 67% or above about 130%
# OXTR ag: human OXTR agonism | P30559 | CHO-OTR cells, Fluo-8 calcium fluorescence; normalized: DMSO 0%, oxytocin 100% | activation, % at 3 µM | 320,000 compounds, 0.32% hits | AID 2435;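 active = activation above the mean of all tested compounds plus 3 SD, cutoff set per screening run, cut at about 20% in these data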;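 note: peak over basal fluorescence ratio from a 100 s FLIPR kinetic read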
# V1R ag counter: V1a receptor agonism, counter-screen for OXTR agonists | 320,000 compounds, 0.25% hits | P37288 | CHO-V1R cells, Fluo-8 calcium fluorescence, agonist mode; 0% DMSO, 100% 3 nM vasopressin | activation, % at 3 µM;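 active = activation above the mean activation of all tested compounds plus 3 SD, per screening run, cut at about 20% in these data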;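 note: signal is peak over basal fluorescence ratio across a 100 second FLIPR read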
# Target sequence (P37288 whole entry, looked up): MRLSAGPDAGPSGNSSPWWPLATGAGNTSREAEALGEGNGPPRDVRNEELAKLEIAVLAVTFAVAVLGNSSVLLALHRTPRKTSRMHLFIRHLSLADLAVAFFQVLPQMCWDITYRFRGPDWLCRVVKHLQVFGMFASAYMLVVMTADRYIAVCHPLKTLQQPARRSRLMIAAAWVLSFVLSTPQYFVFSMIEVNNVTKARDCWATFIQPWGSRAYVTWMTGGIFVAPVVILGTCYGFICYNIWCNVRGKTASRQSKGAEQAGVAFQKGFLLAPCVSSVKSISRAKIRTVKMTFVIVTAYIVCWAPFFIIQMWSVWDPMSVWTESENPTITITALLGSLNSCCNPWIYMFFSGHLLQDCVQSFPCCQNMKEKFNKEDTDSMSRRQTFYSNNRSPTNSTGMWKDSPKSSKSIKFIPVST
# * marks the source's active call; other numbers are inactive results; nt = no result given; [ ] = another dose, or the depositor's remark.
canonical_smiles	NALP1 yeast inh	GalR3 antag	OXTR ag	PHOSPHO1 block	MEKK2wt PB1 HTS	MEKK2mut PB1 HTS	MEKK3 PB1 HTS	GPR7 antagonist	V1R ag counter
CCOC(=O)COc1ccc(N)cc1CC(NC(C)=O)(C(=O)OCC)C(=O)OCC	5	-2	-1.3	11	101	2	100	-11	-0.3
O=C(CSc1nc2[nH]ncc2c(=O)[nH]1)NCc1ccccc1Cl	29	-4	0.2	-8	105	-1	106	-8	1.3
CCN1C(=O)C(CC(=O)NC)N(NC(=O)c2ccccc2)C1=S (configuration not stated)	15	6	2.4	-5	97	0	96	-4	0.1
O=C(NCCc1ccccc1)N1c2ccccc2Sc2ccccc21	20	-6	-1.9	19	101	2	104	-15	0.1
O=C(CSc1nnc(Cn2nnc3ccccc32)o1)N(Cc1ccc(F)cc1)c1ccccc1	-4	92*	11	0	91	-6	96	20	7.5
COc1ccc(-c2cc(-c3ccccc3)nc(=O)[nH]2)cc1	nt	-7	-0.6	9	108	3	116	-3	1.1
O=C(NCC(=O)N(Cc1ccccc1)C(C(=O)NC1CCCC1)c1ccco1)c1ccco1 (configuration not stated)	17	-6	-1.0	10	106	8	106	-11	-0.5
S=C1NC(c2ccccc2)=NCN1c1ccc(Br)cc1	-4	-5	-0.3	17	99	4	102	-2	0.0
CN1CCN(c2nc3c(c(=O)[nH]c(=O)n3C)n2Cc2cccc(Br)c2)CC1	16	-10	-0.1	20	109	3	108	-8	0.6
COc1ccc(C(=O)Nc2cc(C(C)=O)c(/C=C/N(C)C)oc2=O)cc1	11	-6	3.4	7	nt	nt	nt	-6	2.2
O=C(O)CCn1cc(/C=C2/NC(=S)N(c3ccccc3)C2=O)c(-c2ccccc2)n1	7	-1	-1.8	-2	90	-5	81	8	0.7
COc1ccc(C(=O)Nn2cnc3ccccc3c2=O)c(OC)c1	19	4	0.3	16	nt	nt	nt	11	-0.5
O=C1CCC(=O)N1Cc1c(Cl)cccc1Cl	3	-3	1.9	31	98	4	100	-1	0.3
O=C(Cc1cn2ccsc2n1)OCc1nc2ccccc2s1	7	nt	2.0	36	95	3	99	0	3.1
COc1ccc(-c2cc(C3CCN(CC(O)C(F)(F)F)CC3)[nH]n2)cc1 (configuration not stated)	7	-14	1.5	23	103	4	100	-11	1.8
O=C(CCCN1C(=O)/C(=C/c2ccc3c(c2)OCO3)SC1=S)Nc1cccc(C(=O)O)c1	22	-2	0.0	10	101	0	101	12	-0.8
O=C(CN1CCN(Cc2ccccc2)CC1)Nc1nc2ccccc2s1	16	-10	3.2	33	104	7	102	-10	1.2
Cc1ccc(-n2nc(C)c3c(C)onc3c2=O)cc1	13	-4	-1.7	19	90	-17	92	-11	0.7
COc1ccc(C(=O)NCC(O)COc2ccc(C(C)(C)C)cc2)cc1[N+](=O)[O-] (configuration not stated)	4	nt	3.3	-7	109	-1	104	-7	6.5
C=CCc1c(C)nc(N)[nH]c1=O	-2	-5	1.3	2	104	3	103	-9	1.3
CC(C)(C)NC(=O)CN(C(=O)CN1C(=O)C(=O)c2ccccc21)C(C)(C)C	5	-7	0.6	7	99	2	101	-9	0.1
CC(C)NC(=O)/C(C#N)=C/c1ccc(N(C)C)o1	-18	-6	6.8	-4	108	5	105	-8	4.7
O=C(OCCN1CCCCC1)c1ccc(Cl)cc1	23	-4	1.5	-7	100	-4	92	-8	0.0
Cc1sc2nc(C)n(/N=C/c3ccc(O)cc3O)c(=O)c2c1C	-15	-6	-0.1	47	106	0	114	1	0.5
Cc1coc(=N)n1CC(=O)c1ccc(Cl)cc1	4	-6	nt	24	106	5	104	-13	nt
COC(=O)CN1C(=S)N(c2ccc(OC)cc2)C(=O)/C1=C/c1cccs1	12	0	-0.6	-9	90	-2	95	-14	-1.0
Cc1ccc(-c2nn(C)c(=O)c3ccccc23)cc1S(=O)(=O)N1CCOCC1	-110	-6	-0.9	7	101	1	97	-5	0.1
CS(=O)(=O)N(CC(=O)N1CCCCCC1)c1ccc(Br)cc1	43	7	-0.3	-7	106	3	104	-6	0.0
C=CCc1cc(C=O)cc(OC)c1OCc1c(Cl)cccc1Cl	-4	-7	-0.1	-27	97	-1	103	-25	-0.8
CCn1c(SCC(=O)Nc2sc3c(c2C#N)CCCC3)nnc1-c1ccco1	39	-6	2.6	-6	110	6	108	-9	3.4

# Individual results from the results shown:
# PHOSPHO1 block, Cc1sc2nc(C)n(/N=C/c3ccc(O)cc3O)c(=O)c2c1C stands at 47
# GPR7 antagonist, COc1ccc(-c2cc(-c3ccccc3)nc(=O)[nH]2)cc1 stands at -3

# The results go on.
canonical_smiles	NALP1 yeast inh	GalR3 antag	OXTR ag	PHOSPHO1 block	MEKK2wt PB1 HTS	MEKK2mut PB1 HTS	MEKK3 PB1 HTS	GPR7 antagonist	V1R ag counter
CC(C)C[C@H](NC(=O)OC(C)(C)C)C(=O)N/N=C/c1ccc2nccnc2c1	1	-8	0.1	4	105	3	102	-5	-0.5
Cc1ccccc1-c1nc(SCc2cccnc2)c2c(=O)n(C)c(=O)n(C)c2n1	6	2	0.3	32	96	-3	91	-8	-0.4
CC(C)C(=O)NC(=S)Nc1ccc(S(=O)(=O)NC2CCCCC2)cc1	10	-3	2.7	47	85	-1	85	21	5.4
c1ccc(Cc2noc(CN3CCN(CCOc4ccccc4)CC3)n2)cc1	17	-5	1.6	-2	108	12	105	-16	2.3
CC(=O)Nc1ccc(S(=O)(=O)C(C#N)c2nc3ccccc3nc2NCCN2CCOCC2)cc1 (configuration not stated)	-12	-8	1.1	15	nt	nt	nt	-3	1.2
CCN(C(=O)C1CCCCC1)c1nnc(-c2cccnc2)s1	19	-5	12	3	nt	nt	nt	-3	1.3
COc1cccc(NC(=O)C2C3C=CC4(O3)C2C(=O)N(CCCN2CCC(C)CC2)C4C(=O)NC2CCCCC2)c1 (configuration not stated)	11	-9	0.7	24	106	4	100	0	-0.8
O[C@@H](CNC[C@H](O)c1ccccc1)c1ccccc1	-11	-3	-1.1	-16	103	3	81	-14	0.3
COc1ccccc1NC(=O)CC1S/C(=N/N=C2\CCCc3ccccc32)NC1=O (configuration not stated)	6	2	2.0	26	95	2	98	0	3.2
O=C(COC(=O)C1(c2cccc(F)c2)CCCC1)NCc1ccc2c(c1)OCO2	32	-12	-0.3	-1	106	0	132*	-10	1.1
O=S(=O)([N-]c1nc2ccccc2nc1-[n+]1ccc(Cc2ccccc2)cc1)c1ccc(Br)s1	-2	-7	-0.1	16	90	-11	98	-12	-0.3
O=C(COc1ccc(Cl)cc1Cl)NCCCN1CCOCC1	34	-5	1.3	-8	106	4	109	-10	0.8
Cc1cc(C)c(C)c(S(=O)(=O)N2CCC(C(=O)OCC(=O)N3c4ccccc4NC(=O)C3(C)C)CC2)c1C	20	-3	-1.5	-1	91	-3	103	-4	1.9
C=CCNC(=S)N(Cc1ccccc1)Cc1ccccc1	5	-5	-1.0	20	98	-1	104	-9	-0.7
Cc1cccc(C)c1C(=NCCCN(C)C)c1ccccc1	28	0	2.2	4	100	-1	101	-3	1.5
O=C(Nc1ccccn1)C1(c2cccs2)CCOCC1	9	-10	1.3	15	92	-1	90	10	1.1
O=C(CS(=O)(=O)c1ccccc1)Nc1ccccn1	17	-3	1.1	25	106	5	104	-12	-0.2
O=C(CCn1c(=O)oc2ccccc21)N1CCN(C(c2ccccc2)c2ccccc2)CC1	18	-2	-2.8	26	nt	nt	nt	3	0.2
CCOC(=O)c1c(C)[nH]c(C)c1C(=O)CSc1nncs1	-10	-2	-1.1	42	96	-5	101	7	0.2
COc1ccc(S(=O)(=O)NCCN2CCOCC2)cc1[N+](=O)[O-]	14	-8	2.2	39	-11*[inhibitor]	-32	0.0*[inhibitor]	-7	0.4
Cc1ccc(-c2nnn(CC(=O)N3CCC(C)CC3)n2)o1	-6	1	-1.1	-7	91	-4	95	0	-0.3
Cc1ccc(NC(=O)C2C3CCCC2C3c2ccccc2)cc1C (configuration not stated)	15	-2	-0.4	31	99	10	101	-3	-0.6
COc1ccc(Cn2c(=O)[nH]c3cc(C(=O)NC4CCCC4)ccc3c2=O)cc1	3	2	1.5	7	99	0	109	-14	0.3
CC/C(=N\NC(=O)c1nnn(-c2nonc2N)c1-c1cccc(OC)c1)c1ccc(C)cc1	0	-9	0.9	-24	99	-2	103	-4	1.6
COc1ccc2c(=O)c(-c3ccccc3)coc2c1	6	2	-2.2	-1	104	3	81	-4	-0.9
COc1ccc(CC(=O)Nc2ccc3c(c2)CCC3)cc1S(=O)(=O)N1CCOCC1	10	2	0.7	16	108	6	105	3	2.3
CNC(=O)C1=C(C)Nc2nc3ccccc3n2C1c1cccc(OC)c1 (configuration not stated)	-6	1	-0.6	-12	102	-1	97	-11	-0.3
Cc1ccccc1NC(=O)C1CCN(c2cnccn2)CC1	14	0	1.5	5	99	1	105	1	-0.9
CC(NC(=O)CCSCc1ccccc1F)c1ccccc1 (configuration not stated)	-5	-12	-1.6	13	92	-4	94	16	-0.1
COc1ccc(-n2cnnc2SCC(=O)Nc2cccnc2Cl)cc1	-21	-2	0.7	8	96	-7	94	-4	1.3

# (cont.)
canonical_smiles	NALP1 yeast inh	GalR3 antag	OXTR ag	PHOSPHO1 block	MEKK2wt PB1 HTS	MEKK2mut PB1 HTS	MEKK3 PB1 HTS	GPR7 antagonist	V1R ag counter
O=S(=O)(Nc1cccc(-c2ccc(N3CCCCCC3)nn2)c1)c1ccc(F)cc1	20	-1	-1.2	42	102	3	105	-12	0.3
COc1ccc(NC(=O)CCCC(=O)c2ccccc2)cc1	17	-10	0.7	24	106	4	103	8	-0.4
CN1CCCN(C(=O)Cc2c(Cl)cccc2Cl)c2nc3ccccc3nc21	5	2	-2.3	-10	83	-11	99	1	-0.6
CCOc1[nH]n(-c2ccccc2)c(=O)c1C=Nc1ccccc1	-17	-6	-1.4	20	101	-1	103	-14	-0.3
CN1CCN(Cc2nc3c(c(=O)n(C)c(=O)n3C)n2Cc2cccc3ccccc23)CC1	24	-1	nt	-3	111	11	110	-3	nt
Cc1cc(C)cc(N(CC(=O)Nc2ccccc2)C2=NC3CS(=O)(=O)CC3S2)c1 (configuration not stated)	5	nt	1.5	36	101	0	99	-3	3.0
CCOC(=O)c1c(C)[nH]c(C(=O)OCc2c(C)noc2C)c1C	-17	0	1.9	14	103	0	98	5	2.3
Cc1cc(C(=O)N/N=C/c2cc(Cl)cc([N+](=O)[O-])c2O)c2ccccc2n1	4	0	-0.6	3	104	2	110	-2	-0.3
O=C(Nc1ccccc1)/C(=C\c1cccs1)NC(=O)c1ccccc1	nt	5	0.4	-31	103	3	102	-4	2.4
CCOc1ncccc1C(=O)OCC(=O)c1ccc[nH]1	0	7	0.0	-5	103	1	108	-1	-0.6
Cc1nc(SCC(N)=O)[nH]c(=O)c1CCC(C)C	8	-3	0.1	7	111	13	106	-12	0.4
Cc1ccc(N=Nc2c(C)[nH][nH]c2=O)c(C)c1	-4	0	-2.6	-2	102	3	100	4	-0.7
Cc1noc(C)c1COc1ccc(C(=O)OC(C)C(=O)Nc2ccc(N3CCOCC3)cc2)cc1 (configuration not stated)	3	-4	0.6	-32	104	7	102	10	0.7
COc1ccccc1NS(=O)(=O)c1cc(NC(=O)C2CCCC2)ccc1N1CCOCC1	-4	-5	-0.3	-185	94	-7	103	-14	0.1
CCc1ccc2nc3c(c(C(=O)O)c2c1)CCC3	-12	-6	0.9	16	76	-10	77	-12	-0.1
CCC/C=C(\CCC)C(NS(=O)(=O)c1ccc(C(F)(F)F)cc1)c1ccccc1 (configuration not stated)	25	nt	1.2	50	103	4	115	-2	0.7

# From PubChem BioAssay
